NPY-Y1 PAM-ag – NPY-Y1 receptor potentiators or agonists, primary screen, cell-based. Neuropeptide Y receptor type 1 (Homo sapiens), P25929. NPY-Y1 expressing cells, potentiator/agonist activation. activation, % at 3.6 µM. hit rate 0.37% among 220,000; in the data active = activation above about 33%, passing the limit was not always enough;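 note: cells stimulated with NPY at EC10 then isoproterenol at EC100; 0% = low agonist plus stimulus and 100% = saturating agonist plus stimulus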
EP2 mod – EP2 receptor modulators, cAMP readout, primary screen, cell-based, HTRF cAMP, PGE2 stimulation. Prostaglandin E2 receptor EP2 subtype (Homo sapiens), P43116. EP2-expressing cells, cAMP HTRF FRET, PGE2 co-stimulation. induction, % at 25 µM. hit rate 0.83% among 260,000;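 active = compounds whose cAMP rise, as percent of the full-agonist control response, exceeds 60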;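 note: rat C6 glioma line stably carrying human EP2 under a CMV promoter; the protocol text gives 20 µM as final concentration; 100% = response of wells given 1 µM PGE2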
Target sequence (P43116 whole entry, looked up): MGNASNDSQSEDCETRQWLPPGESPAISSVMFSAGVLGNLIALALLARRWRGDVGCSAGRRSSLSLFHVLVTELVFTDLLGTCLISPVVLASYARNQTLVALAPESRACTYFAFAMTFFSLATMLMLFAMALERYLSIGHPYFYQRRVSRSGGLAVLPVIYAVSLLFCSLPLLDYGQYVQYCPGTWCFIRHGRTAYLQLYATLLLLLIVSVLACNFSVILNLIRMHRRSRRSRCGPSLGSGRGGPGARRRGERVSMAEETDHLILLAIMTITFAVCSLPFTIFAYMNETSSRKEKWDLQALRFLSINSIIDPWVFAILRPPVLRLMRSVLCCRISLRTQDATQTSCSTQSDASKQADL
S1P4 ag – S1P4 receptor agonists, primary screen, cell-based | Sphingosine 1-phosphate receptor 4 (Homo sapiens), O95977 | S1P4-expressing cell line, agonist reporter assay | activation, % at 4.98 µM | hit rate 0.35% among 220,000 | AID 1509, 2009; in the data active = activation above about 11%;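 note: 0% = DMSO vehicle and 100% = reference agonist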
CHOP inhibitor – inhibitors of CHOP promoter induction, primary screen, cell-based, unfolded protein response, luciferase reporter; inhibition, % at 10 µM; AID 2732, 2010; hit rate 3.8% among 220,000; CHO-K1 CHOP-promoter luciferase, tunicamycin-induced, 15-18 h;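 active = compounds that reduced the stress-induced luciferase reporter signal by more than about 70% of percent inhibition, limit read from the data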;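 note: 0% = tunicamycin plus vehicle and 100% = wells without tunicamycin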
NPY2 pot ag – NPY-Y2 potentiators or agonists, primary screen, cell-based; AID 1359, 2008; cells expressing NPY-Y2, potentiator/agonist read-out; Neuropeptide Y receptor type 2 (Homo sapiens), P49146; hit rate 0.45% among 220,000; activation, % at 3.6 µM; in the data active = activation above about 27%;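 note: cells stimulated with NPY near EC25 plus isoproterenol at EC100; 0% = vehicle plus submaximal agonist and 100% = vehicle plus saturating agonist; some results beyond the cut were filed as inactive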
Target sequence (P49146 whole entry, looked up): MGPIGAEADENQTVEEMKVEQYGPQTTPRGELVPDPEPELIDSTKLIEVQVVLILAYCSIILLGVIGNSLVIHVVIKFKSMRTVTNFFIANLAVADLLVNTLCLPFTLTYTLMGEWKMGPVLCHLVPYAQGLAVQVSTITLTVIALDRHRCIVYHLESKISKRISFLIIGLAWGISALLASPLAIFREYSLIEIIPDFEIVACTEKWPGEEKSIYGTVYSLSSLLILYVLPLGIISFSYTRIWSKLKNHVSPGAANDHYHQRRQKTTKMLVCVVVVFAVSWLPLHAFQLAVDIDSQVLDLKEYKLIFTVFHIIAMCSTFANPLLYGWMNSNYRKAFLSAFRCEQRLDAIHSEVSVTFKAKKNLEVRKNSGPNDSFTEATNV
TRPML3 ag – human TRPML3 channel agonists, primary screen, cell-based, HEK293 TRPML3-YFP, Fluo-8 calcium fluorescence, 3 µM; hit rate 0.29% among 220,000; 100% = the carbachol control signal; activation, % at 3 µM; Mucolipin-3 (Homo sapiens), Q8TDD5;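 active = activation above its plate's cutoff, the mean activation of the plate's test wells plus 3 SD, cut at about 12% in these data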;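 note: 0% = DMSO only wells and 100% = carbachol wells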
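Test system: HEK293 cells stably carrying human TRPML3-YFP; Doses: single dose, 3 µM final nominal compound, 0.3% DMSO final; Schedule: dye loading 1 h 37 °C then 30 min ambient, 125 s read; Technique: Fluo-8 calcium fluorescence; Benchmarks: high control carbachol 87 µM, low control DMSO.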
TRPN1 ag – zebrafish TRPN1 channel agonists, primary screen, cell-based, HEK293, calcium fluorescence | transient receptor potential cation channel N1 (TRPN1/NompC), Danio rerio | HEK293 zebrafish TRPN1-YFP, Fluo-8 calcium fluorescence; 100% = response to 87 µM carbachol | activation, % at 3 µM | hit rate 0.18% among 220,000 | AID 1424, 2008;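 active = activation above its plate's cutoff, the mean activation of test wells on that plate plus 3 SD, cut at about 19% in these data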;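 note: 0% = DMSO alone and 100% = 87 µM carbachol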
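System: zebrafish TRPN1-YFP in HEK293 cells / Dosing: 3 µM single point / Timing: dye loading 1 h at 37 °C, then 30 min room temperature / Signal: Fluo-8 calcium fluorescence, excitation 470-495 nm, emission 515-575 nm / Read-out basis: percent activation from peak over basal fluorescence ratio, control-normalized / Control set: high carbachol 87 µM, low DMSO alone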
S1P4 antag – S1P4 receptor antagonists, primary screen, cell-based. Sphingosine 1-phosphate receptor 4 (Homo sapiens), O95977. S1P4-expressing cells, antagonist mode, reporter read-out. inhibition, % at 4.98 µM. hit rate 0.26% among 220,000; in the data active = inhibition above about 29%;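 note: 0% = wells stimulated with agonist and 100% = vehicle wells without agonist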
NPY-Y1 antag – NPY-Y1 receptor antagonists, primary screen, cell-based. Neuropeptide Y receptor type 1 (Homo sapiens), P25929. HEK293-CNG Y1 cells, membrane potential fluorescence; NPY at EC95, then isoproterenol. inhibition, % at 3.6 µM. hit rate 1% among 200,000. AID 1040, 2008;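 active = inhibition above the campaign mean inhibition of all tested compounds plus 3 SD, cut at about 20% in these data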;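 note: 0% = DMSO wells given NPY plus isoproterenol and 100% = isoproterenol alone without NPY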
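Benchmarks – high control isoproterenol alone, low control NPY with isoproterenol · Material – HEK293 Y1/CNG channel cell line · Times – dye 3 h, compound 60 min room temperature, stimulation 45 min · Probe or stimulus – NPY (25 nM), isoproterenol (1 µM), Ro 20-1724 (25 µM) · Evaluation – % inhibition of NPY effect · Signal – fluorescence, membrane potential probe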
* hit, by the source's call; x = no result given; & = joins results of further samples.

SMILES	NPY-Y1 PAM-ag	EP2 mod	S1P4 ag	CHOP inhibitor	NPY2 pot ag	TRPML3 ag	TRPN1 ag	S1P4 antag	NPY-Y1 antag
CCCOC(=O)c1c(NC(=O)C2C3C=CC(C3)C2C(=O)O)sc2c1CCC(C)C2 (stereo not given)	-1	36	2.1	60	-6	-0.1	5.1	-25	1
CCOC(=O)/C(C#N)=C/NC(=O)NC(C)(C)C	-8	3	-3.2	20	6	0.7	-0.8	-2	-4
CCCN1C(=O)C2(SC(NC(C)=O)=NN2C(C)=O)c2cc(C)cc(C)c21 (stereo not given)	3	1	-1.2	18	1	1.0	0.7	12	x
O=c1cc(Nc2ccc3c(c2)OCCO3)[nH]c(=O)n1-c1ccc(Br)cc1	-10	1	1.8	21	3	0.0	0.3	-4	-1
Cc1cccc(-n2c(CCn3nc(C)c([N+](=O)[O-])c3C)n[nH]c2=S)c1	-4	61*	-1.2	21	-4	0.5	-0.1	-11	-2
CCOC(=O)c1ccc(NC(=O)c2ccc(CN3CCOCC3)cc2)cc1	0	-50	3.4	x	4	4.4	10.0	-12	2
CCOc1ccc(NC(=O)c2ccccc2NS(C)(=O)=O)cc1	-12	-2	-0.8	15	2	1.2	0.2	-30	0
N#CC1=C(N)C2=C(N3CCCCC3)CCCC2C1(C#N)C#N (stereo not given)	-6	-25	1.0	19	-5	0.5	-0.1	-11	-2
O=C(CCCOc1ccc(Cl)cc1Cl)NN1CCOCC1	-5	-8	-0.5	17	-1	0.4	1.7	5	3
CCC(C)C(=O)Nc1cc(OC)c(OC)cc1C(=O)O (stereo not given)	-22	19	-0.9	-3	-16	0.0	0.2	-16	-1
O=C(Cn1nnc(-c2ccncc2)n1)N(C1CCCCC1)C1CCCCC1	-9	40&20	2.0	14	21	0.5	0.5	-5	-1
COc1cccc(NC(=O)CN(C)C(=O)c2ccc3ccccc3c2)c1	-1	-6	3.4	46	0	0.1	-1.0	-6	6
CCn1nc([N+](=O)[O-])c(C(C#N)c2nc3ccccc3n2C)c(Cl)c1=O (stereo not given)	-7	-15	-0.8	34	8	0.5	0.4	-4	0
CC(=O)c1cccc(NC(=S)NNC(=O)c2ccc(C)c([N+](=O)[O-])c2)c1	-18	11	-0.8	4	-18	0.8	0.0	-5	16
Cn1nnnc1SCCNC/C=C/c1ccccc1	-22	16	1.2	38	3	0.3	0.7	-9	0

One compound at a time, from the list above. Order of values: NPY-Y1 PAM-ag	EP2 mod	S1P4 ag	CHOP inhibitor	NPY2 pot ag	TRPML3 ag	TRPN1 ag	S1P4 antag	NPY-Y1 antag
Results for N#CC1=C(N)C2=C(N3CCCCC3)CCCC2C1(C#N)C#N (stereo not given) → -6	-25	1.0	19	-5	0.5	-0.1	-11	-2
Results for CCCOC(=O)c1c(NC(=O)C2C3C=CC(C3)C2C(=O)O)sc2c1CCC(C)C2 (stereo not given) → -1	36	2.1	60	-6	-0.1	5.1	-25	1
Results for CCCN1C(=O)C2(SC(NC(C)=O)=NN2C(C)=O)c2cc(C)cc(C)c21 (stereo not given) → 3	1	-1.2	18	1	1.0	0.7	12	x

Going on with the list:
SMILES	NPY-Y1 PAM-ag	EP2 mod	S1P4 ag	CHOP inhibitor	NPY2 pot ag	TRPML3 ag	TRPN1 ag	S1P4 antag	NPY-Y1 antag
CCCCNC(=O)Nc1nnc(-c2ccc(OCC)cc2)o1	-15	12	2.1	32	1	0.5	-0.8	7	9
COc1cccc(C(=O)N2CCN(C(=O)c3ccc(-c4ccccc4)cc3)CC2)c1OC	14	-44	-2.5	31	3	1.1	0.1	13	-3
CC(=O)N1CCc2cc(S(=O)(=O)NC(C(=O)Nc3ccc4c(c3)OCCO4)C(C)C)ccc21 (stereo not given)	9	0	1.4	11	8	0.2	-0.1	-17	2
Cc1ccc(S(=O)(=O)NCC(=O)NC2CCCCCC2)cc1	15	0	0.8	13	3	-0.4	-0.5	-15	-4
COc1ccc(OC)c(NC(=O)CC2SC(=Nc3ccc(F)cc3)N(CCC3=CCCCC3)C2=O)c1 (stereo not given)	14	14	-2.3	15	3	0.9	0.4	-5	8
Cn1c(=O)c(C(=O)COC(=O)c2cc(C(F)(F)F)nc3c(C(F)(F)F)cccc23)c(N)n(CC2CC2)c1=O	3	-20	-1.1	21	-2	-0.3	-0.9	9	-1
NC(=O)c1ccc(N2CCCCC2)c(N2C(=O)CCC2=O)c1	-1	11	1.6	25	-6	0.5	1.0	1	-5
COc1cccc(OC)c1Oc1ccc(C(F)(F)F)cn1	5	15	2.2	5	0	-0.5	-0.6	-22	7
CCN(CC)C(=O)C(Cc1ccccc1)N1C(=O)c2ccccc2C1=O (stereo not given)	14	-4	1.4	-6	-3	-0.9	-0.2	-12	-2
CCSc1nnc(NC(=O)CSc2c(Cl)cccc2Cl)s1	-3	-12	0.1	34	-15	-0.5	0.5	-2	4
CC(=O)/C(N=Nc1ccc(OC(F)(F)F)cc1)=C(\C)O	-19	39	1.3	29	-13	0.5	1.0	10	x
CN(c1cccc(NC(=O)CSc2ccc(Cl)cc2)c1)S(C)(=O)=O	-3	-33	1.1	25	11	3.2	1.3	-9	-3
CCOC(=O)c1c(C)c(C(=O)NCCCN2CCCC2=O)c(C)n1CC	-6	16	0.0	27	20	0.2	1.2	15	0
Cc1ccc(CSc2nnc(-c3ccccc3N)c(=O)[nH]2)cc1	-15	-9	-4.7	3	-10	0.6	-0.7	3	15
COc1ccc(OC)c(-n2c(SCC(N)=O)nnc2-c2c[nH]c3ccccc23)c1	4	12	-0.3	20	8	0.2	1.1	-17	-4

Structures listed so far that contain a nitro group on carbon (3):
SMILES	NPY-Y1 PAM-ag	EP2 mod	S1P4 ag	CHOP inhibitor	NPY2 pot ag	TRPML3 ag	TRPN1 ag	S1P4 antag	NPY-Y1 antag
Cc1cccc(-n2c(CCn3nc(C)c([N+](=O)[O-])c3C)n[nH]c2=S)c1	-4	61*	-1.2	21	-4	0.5	-0.1	-11	-2
CCn1nc([N+](=O)[O-])c(C(C#N)c2nc3ccccc3n2C)c(Cl)c1=O (stereo not given)	-7	-15	-0.8	34	8	0.5	0.4	-4	0
CC(=O)c1cccc(NC(=S)NNC(=O)c2ccc(C)c([N+](=O)[O-])c2)c1	-18	11	-0.8	4	-18	0.8	0.0	-5	16

Other compounds.
SMILES	NPY-Y1 PAM-ag	EP2 mod	S1P4 ag	CHOP inhibitor	NPY2 pot ag	TRPML3 ag	TRPN1 ag	S1P4 antag	NPY-Y1 antag
CCCOc1ccc(N2C(=O)C3ON(c4ccccc4)C(c4ccc(O)c(OC)c4)C3C2=O)cc1 (stereo not given)	5	-7	-1.5	8	9	0.1	-0.8	-2	1
O=C(Cc1ccc(Cl)cc1)NCCCn1ccnc1	-11	20	0.0	6	0	-0.1	0.1	-2	1
COc1ccc(Cl)cc1NC(=O)CN1C(=O)CCS(=O)(=O)c2ccccc21	-3	11	0.7	24	6	-0.5	0.7	-15	-1
CCO[C@H]1OC(C(=O)N2CCCCCCC2)=C[C@@H](c2ccccc2)[C@@H]1CCCO	-3	24	0.5	-5	-30	0.1	-0.3	11	-1
O=C(C[n+]1ccc(CCSc2ccc(F)cc2)cc1)c1ccccc1	1	-39	2.6	27	-9	0.8	0.6	15	17
CCOc1ccc2nc(NC(=O)c3cccnc3)sc2c1	-12	-4	1.2	-2	7	1.0	0.6	-24	5
Nc1ccccc1SCc1csc(-c2ccc(Cl)cc2)n1	-5	-42&-19	1.2	7	-5	0.0	-2.5	-13	x
CC1CCCCC12NC(=O)N(CC(=O)NCCc1ccccn1)C2=O (stereo not given)	-1	-8	-2.8	8	2	0.6	0.5	-3	-7
CC(C)c1noc2ncc(C(=O)c3cc(Cl)cc(Cl)c3O)cc12	-10	0	2.6	9	-11	1.1	1.6	1	-3
Cc1ccc(CC2S/C(=C(/C#N)C(=O)N3CCOCC3)N(c3ccccc3)C2=O)cc1 (stereo not given)	-48	25	1.3	-25	-19	0.6	3.4	10	-3
COc1cc(C(=S)N2CCOCC2)ccc1OS(=O)(=O)c1ccc(NC(C)=O)cc1	-1	-28	0.4	19	12	2.5	4.3	0	0
Nc1[nH]ncc1-c1ccc(Cl)cc1	16	-13	0.4	-8	-10	0.6	2.4	-27	-4
Cc1ccc(C)c(NC(=S)NNC(=O)c2ccc(Br)o2)c1	-3	2	3.7	19	-10	-0.1	2.9	-14	4
COc1ccc(Cc2nnc(NC(=O)CSc3ccc(Cl)cc3)s2)cc1OC	0	0	-0.3	7	4	0.0	1.4	2	13
C/C(=N\NC(=O)COc1ccc(C(C)(C)C)cc1)c1ccc(N2CCOCC2)cc1	7	-63	0.9	101*	-13	1.4	0.1	-13	0

The last two entries of the part above come first, to join the parts.
SMILES	NPY-Y1 PAM-ag	EP2 mod	S1P4 ag	CHOP inhibitor	NPY2 pot ag	TRPML3 ag	TRPN1 ag	S1P4 antag	NPY-Y1 antag
COc1ccc(Cc2nnc(NC(=O)CSc3ccc(Cl)cc3)s2)cc1OC	0	0	-0.3	7	4	0.0	1.4	2	13
C/C(=N\NC(=O)COc1ccc(C(C)(C)C)cc1)c1ccc(N2CCOCC2)cc1	7	-63	0.9	101*	-13	1.4	0.1	-13	0
CN1CCN(C(N)=NC(=O)c2ccccc2)CC1	21	17	1.6	16	9	1.2	0.5	4	3
CC(/C=C/c1ccccc1)=N\Nc1nc(C)cc(C)n1	-18	-16	0.9	-26	-15	0.4	0.9	7	2
CCC(Sc1nc(=O)cc(N)n1-c1cccc(C)c1)C(=O)Nc1cc(C)on1 (stereo not given)	7	23	1.3	26	19	-0.4	-0.4	-13	-9
CCCCN(C(=O)CSc1nncn1-c1ccccc1OC)c1c(N)n(Cc2ccccc2)c(=O)[nH]c1=O	-22	11	-0.2	4	-6	-0.2	-1.5	-20	9
CN(C)C(=O)C[n+]1cccc(/C=N/O)c1	-15	-1	-0.8	24	10	0.5	0.5	0	5
COc1cccc(OCC(=O)O/N=C(\N)c2ccc(OC)c(OC)c2)c1	-18	-5	1.8	6	-22	0.1	-1.9	-4	-2
C=CCc1ccc(OCC(O)CO)c(OC)c1 (stereo not given)	8	0	-2.7	-2	12	1.2	-0.9	-2	2
CNc1oc(-c2ccccc2Cl)nc1P(=O)(c1ccccc1)c1ccccc1	5	39	1.2	80*	7	-0.9	-2.4	3	4
